# Screening results: PubChem, several laboratories
# MT1-MMP txn act: MT1-MMP promoter transcription activation | HT1080 MT1-MMP promoter luciferase reporter, luminescence, overnight; hits give high values | activation factor at 10 µM | hit rate 0.16% among 86,000 | AID 750;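 active means activation factor of at least 2 for MT1-MMP transcription at 10 µM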
# TNFa cytotox: HUVEC cytotoxicity counter-screen, TNF alpha stimulated | HUVEC TNFalpha-stimulated, Hoechst cell count, imaging | cell count reduction, % at 2 µM | hit rate 0.17% among 93,000;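 active means cell count reduction exceeding the screen mean by over 5 SD, scaled to untreated wells per plate, cut at about 78% in these data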;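 further: cells counted after 24 h of TNF alpha exposure following the 1 h pretreatment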
# IL1B cytotox: HUVEC cytotoxicity counter-screen, IL-1B stimulated | cell count reduction, % at 2 µM | HUVEC cell count loss, Hoechst imaging | hit rate 0.41% among 94,000;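 active means cell count reduction more than 3 SD above the screen-wide mean, cut at about 70% in these data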;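 further: normalized per plate to untreated control cells as the no-loss baseline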
# Smad3 inh: Smad3 (human) transcription factor binding inhibition | TR-FRET Smad3/Dy647-FoxH1 peptide binding, europium anti-His | inhibition, % at 25 µM | hit rate 0.29% among 88,000 | AID 630;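 active means compounds that reduce the energy-transfer binding signal between the protein and its labelled peptide by more than half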;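 further: 0% = Smad3 plus labelled peptide maximal FRET and 100% = peptide-only background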
# Target sequence (P84022 whole entry, looked up): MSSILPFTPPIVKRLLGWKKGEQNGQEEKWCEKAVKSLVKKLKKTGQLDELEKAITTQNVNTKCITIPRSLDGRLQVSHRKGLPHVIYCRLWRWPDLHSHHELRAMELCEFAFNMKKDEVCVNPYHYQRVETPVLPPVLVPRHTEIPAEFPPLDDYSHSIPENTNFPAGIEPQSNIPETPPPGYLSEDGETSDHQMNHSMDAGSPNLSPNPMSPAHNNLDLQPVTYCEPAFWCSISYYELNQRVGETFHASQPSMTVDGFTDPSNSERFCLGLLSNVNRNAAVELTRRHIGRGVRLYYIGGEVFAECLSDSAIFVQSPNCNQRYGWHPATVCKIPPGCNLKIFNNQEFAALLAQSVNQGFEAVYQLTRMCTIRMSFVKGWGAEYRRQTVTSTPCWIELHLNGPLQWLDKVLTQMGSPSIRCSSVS
# cytoskel mod: modifiers of cytoskeleton assembly; hit rate 0.18% among 91,000; HUVEC TNFa F-actin phalloidin imaging, high content; AID 836; inhibition, % at 2 µM;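 active means inhibition above the batch mean plus 3 SD and confirmed as a hit by visual image inspection, cut at about 30% in these data, passing the limit was not always enough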; further: strong numbers were not always called active
# hDAT+cocaine: changed human dopamine transporter uptake under cocaine IC80. AID 449768. hit rate 1.3% among 110,000. LLC-PK1 hDAT cells, [14C]-dopamine uptake with cocaine IC80; actives deviate in either direction. B-score at 10 µM. Q01959;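 active means Z score or B-score, a plate-position-corrected score, falls beyond the plate's 99.7% confidence bounds, in either direction; inactive means both scores lie inside the 99.7% bounds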;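 further: scored against the spread of the other compound wells on the same plate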
# Target sequence (Q01959 whole entry, looked up): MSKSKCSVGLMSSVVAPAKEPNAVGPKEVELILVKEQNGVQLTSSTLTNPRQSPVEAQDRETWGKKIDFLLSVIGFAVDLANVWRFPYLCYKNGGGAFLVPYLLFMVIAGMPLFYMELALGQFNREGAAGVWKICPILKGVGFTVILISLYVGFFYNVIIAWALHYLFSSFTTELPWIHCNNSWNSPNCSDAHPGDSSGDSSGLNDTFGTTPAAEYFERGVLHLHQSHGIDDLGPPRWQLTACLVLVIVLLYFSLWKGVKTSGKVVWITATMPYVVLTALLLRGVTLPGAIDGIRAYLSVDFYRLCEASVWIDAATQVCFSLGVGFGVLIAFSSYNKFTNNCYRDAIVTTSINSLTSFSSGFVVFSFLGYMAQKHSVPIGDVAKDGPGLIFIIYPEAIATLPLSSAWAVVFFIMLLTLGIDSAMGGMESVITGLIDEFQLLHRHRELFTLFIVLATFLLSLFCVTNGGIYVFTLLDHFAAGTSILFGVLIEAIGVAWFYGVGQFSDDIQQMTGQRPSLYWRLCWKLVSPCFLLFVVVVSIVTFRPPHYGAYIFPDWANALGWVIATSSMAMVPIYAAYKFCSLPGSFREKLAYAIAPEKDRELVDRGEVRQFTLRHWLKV
# VCAM1 TNFa inh: reduces TNF alpha induced VCAM1 expression in HUVEC | HUVEC TNFa-induced VCAM-1 immunofluorescence, high-content imaging | hit rate 0.48% among 95,000 | inhibition, % at 2 µM;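 active means inhibition above the batch mean plus 3 SD, with images confirmed as a hit by eye, cut at about 37% in these data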;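 further: 0% = TNF-stimulated DMSO wells and 100% = unstimulated control wells; not every result past the cut was called active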
# PTPN22 inh 2: inhibitors of human LYP (PTPN22) phosphatase; AID 640; inhibition, % at 2 µM; recombinant LYP catalytic domain, DiFMUP fluorescence; hit rate 0.21% among 96,000; Q9Y2R2;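 active means inhibition at 2 µM at or above a set limit, the screen mean plus 3 SD, cut at about 24% in these data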;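 further: 0% = DMSO with enzyme and 100% = enzyme fully blocked by orthovanadate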
# Candida biofilm: kills Candida albicans biofilms; C. albicans biofilm + clotrimazole, Alamar Blue; inhibition, % at 6 µM; hit rate 0.14% among 85,000; AID 834;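 active means inhibition above 20%; inactive means inhibition below 20%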;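 further: preformed 24 hr biofilms exposed to compound for 48 hr; 0% = biofilm without compound and 100% = blank killed by clotrimazole plus chlorhexidine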
# * = called active by the depositor; . = no result given; [ ] = another dose, or the depositor's remark.
SMILES,MT1-MMP txn act,TNFa cytotox,IL1B cytotox,Smad3 inh,cytoskel mod,hDAT+cocaine,VCAM1 TNFa inh,PTPN22 inh 2,Candida biofilm
CC(=O)Nc1ccc(N2CCCCC2)cc1,1.2,-29,5,3,17,-0.087,10,-26,4
O=C(Nc1cccc(C(F)(F)F)c1)c1cc(S(=O)(=O)N2CCCCC2)ccc1N1CCOCC1,1.1,.,.,2,.,0.29,.,.,-3
COc1ccc(CNC(=O)C2COc3ccccc3O2)cc1 (stereo unspecified),1.3,-28,-42,4,31,-1.7,2,3,4
Fc1ccc2[nH]c3c(N4CCSCC4)ncnc3c2c1,1.2,.,.,8,.,-0.026,.,.,10
COc1ccc(C2=NOC(C(=O)Nc3cc(C)on3)C2)cc1 (stereo unspecified),.,-26,7,15,20,-0.6,3,-2,4
Cc1ccc2[nH]c(=O)c(C3C(C#N)=C(N)Oc4c3ccc3cccnc43)cc2c1 (stereo unspecified),1.2,4,7,2,.,1.5,12,8,10
Cc1cc(C)cc(OCc2nc3ncc(Br)cc3[nH]2)c1,1.1,0,16,2[fluorescence artefact?],-6,0.44,6,0,1
COc1ccccc1Nc1nnc(SCC(=O)N2CCCC2=O)s1,1.1,-2,35,10,3,0.99,-5,-1,6
O=C(Nc1ccccc1Cl)NC1(C(=O)NCCCN2CCOCC2)CCCCC1,1.2,-27,11,1,-11,0.65,16,-25,5
CC1CCCCC12NC(=O)N(CC(=O)c1ccc[nH]1)C2=O (stereo unspecified),1.1,-31,-15,10,16,0.39,-10,3,-3
CCOc1ccc(C(=O)NCc2ccccn2)cc1,1.5,.,.,-3,.,-0.54,.,.,7
COC(=O)c1cc2nc(-c3ccccc3)cc(C(F)(F)F)n2n1,1.3,-22,11,9,-13,-0.39,-20,20,5
COc1ccc(Cn2nnnc2C(c2ccccc2)N2CCN(C3CCCC3)CC2)cc1 (stereo unspecified),1.1,.,.,-8,.,0.04,.,.,1
N#Cc1cc(Oc2ccccc2)c(-n2nnc3ccccc32)cc1C#N,1.3,-45,-18,1,0,0.9,-28,7,7
CCOC(=O)/C(C#N)=C\c1ccc(N2CCN(C)CC2)cc1,.,-20,-18,.,21,-0.26,8,1,.
CC(=O)N(C)c1ccc(NC(=O)/C=C/c2ccccc2Cl)cc1,.,13,-37,.,-12,1,-1,3,.
COc1nc2c(C)cccc2cc1-c1noc(-c2ccco2)n1,1.8,5,-14,7[fluorescence artefact?],-14,-0.21,30,24,6
CCC(=O)Nc1ccc(NC(=O)c2ccco2)c(OC)c1,1.4,-8,-15,0,-16,-0.99,12,-6,6
CCOC(=O)C1=C2SCC(=O)N2C(N)=C(C#N)C1,1.2,-10,16,-6,16,-0.55,-1,-14,2
Cc1cccc(OCCCC(=O)NCc2ccco2)c1,.,6,7,.,-28,-0.59,11,6,.
Cc1ccc(C(=O)N2CCN(c3ccc(C(F)(F)F)cn3)CC2)c(C)c1,0.9,-7,-19,-6,-4,-0.035,-4,1,4
CC1=C(C(=O)OC(C)C)C(C)C(C(=O)OC(C)C)=C(C)N1,1.1,.,.,-1,.,0.0016,.,.,-3
CCC1CCCCN1C(=O)N[C@@H](CCSC)C(=O)OC (stereo partly specified),1.1,-23,-14,6,-4,0.63,5,-1,3
O=C(CSc1nnc(CNC(=O)c2ccccc2F)o1)NCC1CCCO1 (stereo unspecified),.,-32,-6,1,3,0.97,11,-5,4
CCCS(=O)(=O)N1CCCC(C(=O)NCCCN2CCCC2=O)C1 (stereo unspecified),1.1,-2,-29,4,-16,-0.011,-6,-2,4
Cc1cc(C)nc(/N=C(\N)Nc2cc([N+](=O)[O-])ccc2C)n1,.,3,-13,.,11,-0.22,11,6,.
COc1ccc(/C=N/NC(=O)c2nn(-c3ccc(Cl)cc3)c(=O)c3c(N)scc23)cc1,.,-10,-4,.,1,-0.27,2,2,.
OC(COc1ccc(OCc2ccccc2)cc1)CN1CCCCC1 (stereo unspecified),1.5,-13,4,10,7,-0.0069,17,-18,5
CCOC(=O)c1cc2oc(C)cc2n1CC(=O)OC1CCCCC1,1.2,6,9,4,5,0.35,-3,0,7
COc1cc2c(cc1NC(=O)C1CCCO1)oc1ccccc12 (stereo unspecified),1.9,17,-16,2,-37,1.5,26,-2,4
COc1ccccc1-n1c(-c2cccnc2)n[nH]c1=S,1.2,10,-10,-19,-4,-0.42,5,-4,2
O=C1NC2(CCCCC2)C(=O)N1c1ccccc1,1.2,-3,3,-5,-6,-1.7,8,-4,2
CCCC(=O)NC(=S)Nc1ccccc1C(=O)OC,.,11,-3,.,23,-0.23,7,-6,.
CCn1cc(C(=O)NCc2ccc3c(c2)OCO3)c2cc(OC)c(OC)cc2c1=O,0.9,-7,10,8,0,-1.5,0,1,2
Cc1ccc(C(C)C)cc1C(=O)CC1(O)C(=O)N(C)c2ccccc21 (stereo unspecified),1.2,-30,-12,-6,-8,-1.1,-11,0,-2
Cc1cc(C)cc(NC(=O)C2CCCN2C(=O)Oc2ccccc2)c1 (stereo unspecified),.,-13,10,.,25,0.71,-16,-4,.
CC1=C(C)CC(C(=O)NNC(=O)c2ccccc2)C(C(=O)O)C1 (stereo unspecified),.,-15,-14,.,-25,0.33,11,1,.
O=C(NCc1ccccc1Cl)C1CCCN(S(=O)(=O)c2cnc[nH]2)C1 (stereo unspecified),1,-11,7,0,-7,-0.052,6,-5,7
COc1ccc(-c2[nH]ncc2/C=C(/C#N)C(=O)NC2CCCCCC2)cc1,.,-36,-4,.,10,2.8*,1,15,.
COC(=O)C1C(O)=C(C=Nc2ccc(N)cc2)C(=O)CC1(C)C (stereo unspecified),.,-4,-9,.,-14,0.35,25,-9,.
COc1ccc(C(=O)CSc2nnc(-c3cccs3)n2-c2ccccc2)cc1,1,-1,7,-29[fluorescence artefact?],0,0.6,-2,12,-2
Cn1c(Cc2ccccc2)nnc1SCC(=O)NC1CCCCC1,1,0,-13,-2,3,0.044,5,6,7
O=C(Nc1ccon1)c1cccc(C(F)(F)F)c1,1,.,.,-1,.,0.44,.,.,5
CCOC(=O)c1c(C)c(C(=O)O)n(C)c1C,1.1,-28,-14,2,76*,-1.7,-3,0,-2
O=S(=O)(c1cc(Cl)ccc1Cl)N1CCNCC1,1,-5,19,-14,.,-0.71,15,10,-2

# Quoted at random: 4 compounds from above
SMILES,MT1-MMP txn act,TNFa cytotox,IL1B cytotox,Smad3 inh,cytoskel mod,hDAT+cocaine,VCAM1 TNFa inh,PTPN22 inh 2,Candida biofilm
O=C(Nc1ccccc1Cl)NC1(C(=O)NCCCN2CCOCC2)CCCCC1,1.2,-27,11,1,-11,0.65,16,-25,5
Cc1cc(C)cc(OCc2nc3ncc(Br)cc3[nH]2)c1,1.1,0,16,2[fluorescence artefact?],-6,0.44,6,0,1
COc1ccc(CNC(=O)C2COc3ccccc3O2)cc1 (stereo unspecified),1.3,-28,-42,4,31,-1.7,2,3,4
CCOC(=O)/C(C#N)=C\c1ccc(N2CCN(C)CC2)cc1,.,-20,-18,.,21,-0.26,8,1,.

# (more compounds)
SMILES,MT1-MMP txn act,TNFa cytotox,IL1B cytotox,Smad3 inh,cytoskel mod,hDAT+cocaine,VCAM1 TNFa inh,PTPN22 inh 2,Candida biofilm
COc1ccc(N(CC(=O)N2CCc3ccccc3C2)S(=O)(=O)c2c(C)nn(C)c2C)cc1,1.2,-18,-10,2,-3,1.4,2,2,0
CCN(CC)CCCNC(=O)c1[nH]c(C)c(C(=O)NC2CCCCC2)c1C,1.1,5,1,-2,-9,-0.59,10,-1,-2
COc1ccc(OCc2nnc3n2N=C(c2ccc(C)cc2)CS3)cc1,1.1,.,.,-1,.,0.27,.,.,14
CCNC(=O)/C=C1\NC(C)(C)Cc2c1ccc1ccccc21,1.3,-41,-139,10,13,0.58,-8,-4,3
Cc1ccc(C2CC(C(F)(F)F)n3nc(C(=O)NCCN4CCOCC4)cc3N2)cc1 (stereo unspecified),1.3,-32,-16,.,9,2.1,10,7,.
CNCCCOc1ccc(C(C)(C)c2ccccc2)cc1,1.1,-16,-4,-15,2,.,9,-2,6
CCCCCCOc1ccc(N2C(=O)CC(NCCc3ccc(S(N)(=O)=O)cc3)C2=O)cc1 (stereo unspecified),1.2,-8,-43,10,-10,-0.4,6,-1,-1
Cc1noc(C)c1S(=O)(=O)Nc1ccc(C(=O)N2CCN(c3ccc(Cl)cc3)CC2)cc1,1.2,-22,1,.,-73,.,18,-3,.
COc1ccc(-c2cc(C3CCN(c4cc(Cl)nc(N)n4)CC3)[nH]n2)cc1,.,-34,-12,.,-17,0.5,0,5,.
N#Cc1cnn2c1nc(N1CCCCC1)c1ccccc12,.,-4,18,.,-2,-0.9,1,-4,.
O=C(Nc1ccc(O)cc1C(=O)O)c1cccc(Br)c1,1.1,.,.,-1,.,-1.2,.,.,6
CC(C)CSc1nnc2[nH]c(=O)cc(N)n12,1,-15,-53,2,4,0.43,8,3,8
Cc1ccc(C(C(=O)NC2CCCCC2)N(C(=O)c2csnn2)C2CC2)o1 (stereo unspecified),1.2,7,14,9,-54,-0.48,11,1,7
COc1ccc(-c2noc(CCC(=O)N(C)c3cccc(C)c3)n2)cc1,.,-18,-52,-17,13,0.76,19,-6,10
C/C(Nc1ccc(Cl)cc1)=C(/C#N)C(N)=O,1.1,-8,.,7,-1,-0.89,14,5,50*
O=C(CSc1nc2c(cnn2-c2ccc(F)cc2)c(=O)[nH]1)N1CCCCC1,1.1,7,18,.,5,-0.45,24,-8,.
C=CCNCc1cccn1-c1sc2c(c1C#N)CCCC2,.,54,8,-4,-10,1.2,13,-5,-4
COCCNC(=O)C(c1ccco1)N(C(=O)Cn1nnc2ccccc21)c1cccc(C)c1C (stereo unspecified),1,3,-6,13,-19,-0.61,37,-7,6
CSc1nsc(/C=C/Nc2cccc(Cl)c2)c1C#N,.,-46,-54,2,12,-0.11,18,0,8
Cc1ccc(S(=O)(=O)Nc2nc(C)cc(NCCN)n2)cc1,1,-8,2,-6,-11,0.19,-4,-2,4
COc1ccc(NC(=O)CCNS(=O)(=O)c2ccc3c(c2)c(=O)n(C)c(=O)n3C)cc1,1,-20,-7,.,-13,0.19,-7,5,.
CC1CC(=O)NN=C1c1ccc(N(C)C)c([N+](=O)[O-])c1 (stereo unspecified),.,19,-14,.,-36,-1.6,35,-4,.
COC(=O)c1sccc1N/N=C(\C)c1ccc(F)c(Cl)c1,1.3,-25,9,5,12,0.14,2,-7,0
CCOC(=O)N1CCC(NC(=O)CS(=O)Cc2nc(-c3ccc(OC)c(OC)c3)oc2C)CC1 (stereo unspecified),1.1,-2,9,-1,.,-0.8,16,-10,-4
Cc1ccc(NC(=O)CN2CCN(CCN=CC3=C(O)CC(C)(C)CC3=O)CC2)cc1,1.1,-10,-22,7,-6,-0.04,-1,-3,12
Cc1cccc(C(=O)Nc2onc(C)c2C#N)c1,.,-6,-6,.,2,-0.23,0,8,.
O=C(OCCN1C(=O)c2ccccc2C1=O)c1cccc(OC(F)F)c1,1.2,-18,-4,5,-3,-0.59,12,-13,8
Cc1nnc(SCC(=O)NC(C)c2ccccc2)[nH]c1=O (stereo unspecified),1.1,.,.,-2,.,0.22,.,.,4
COc1cc(C2/C(=C(/O)c3ccc(F)cc3)C(=O)C(=O)N2CCCC(=O)O)ccc1O (stereo unspecified),1.2,4,26,7,.,0.0044,11,-5,6
O=C(Nc1ccccc1N1CCCCC1)c1ccc(F)cc1,.,2,32,-6,6,-1.3,13,19,0
COC(=O)c1ccc(Cn2c(C)cc(C)[n+]2C)o1,.,14,3,15,-18,-0.96,2,-6,5
CCOC(=O)c1[nH]c(C)c(C(=O)NCc2ccccn2)c1C,1.2,-22,-23,5,-4,-0.7,8,-2,-1

# The list is partial. The share of hits here may be higher or lower than overall.
